Screening data from PubChem BioAssay.
EP2 modulator: modulates human prostaglandin E2 receptor EP2 signaling | induction, % at 25 µM | EP2-expressing cells, cAMP HTRF FRET, PGE2 co-stimulation | hit rate 0.83% among 260,000 | P43116;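 active = compounds whose cAMP rise, as percent of the full-agonist control response, exceeds 60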;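 also: rat C6 glioma line stably carrying human EP2 under a CMV promoter; the protocol text gives 20 µM as final concentration; 100% = response of wells given 1 µM PGE2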
Target sequence (P43116 whole entry, looked up): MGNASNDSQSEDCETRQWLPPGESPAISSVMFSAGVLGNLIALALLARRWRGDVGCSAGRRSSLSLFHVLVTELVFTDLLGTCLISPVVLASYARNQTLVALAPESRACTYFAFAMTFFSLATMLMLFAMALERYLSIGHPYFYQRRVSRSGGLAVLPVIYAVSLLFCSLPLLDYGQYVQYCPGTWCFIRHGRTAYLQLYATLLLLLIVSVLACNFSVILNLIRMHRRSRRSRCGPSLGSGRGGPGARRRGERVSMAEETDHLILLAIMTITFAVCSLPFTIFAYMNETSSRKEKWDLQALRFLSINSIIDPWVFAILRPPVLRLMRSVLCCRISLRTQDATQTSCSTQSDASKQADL
Active calls of the source: *. A portion of the library; the hit share may differ from the screen's.

EP2 modulator,SMILES
15,Cc1ccc2c(c1)-c1cc(C)nn1C(c1ccc(C(=O)O)cc1)N2 (stereo unspecified)
-30,CC(C)[C@H]1CN(Cc2ccco2)CCN1C(=O)c1ccc2nsnc2c1
-19,CCc1c(C)nc(NC2CCN(C(=O)c3cccc(N(C)C)c3)CC2)[nH]c1=O
-13,CCOC(=O)C1CCN(C(=O)c2c(Cl)cccc2Cl)CC1
22,CCN(CC)C(=O)Cn1nc2c3c(C)c(C)sc3nc(C3CC3)n2c1=O
-2,CN(C)c1ccc2c(c1)OC(N)=C(C#N)C2c1ccc(Cl)cc1 (stereo unspecified)
-34,COc1ccc(NC(=O)[C@H]2C=CCN2C(=O)c2ccco2)cc1
1,OC(Cc1cccnc1)(c1ccccc1)c1ccccc1
-33,CC1CCCN(C(=O)Nc2ccc(NC(=O)N3CCCC(C)C3C)cc2)C1C (stereo unspecified)
4,O=C(NC1CC1)[C@@H]1C=CCN1C(=O)c1ccc(F)cc1F
-31,COc1ccccc1NC(=O)N(Cc1cc2ccc(C)c(C)c2[nH]c1=O)C1CCCC1
-20,O=C(c1ccccc1F)N1CCCc2cc(C(O)CN3CCOCC3)ccc21 (stereo unspecified)
-16,C=CCOc1ccc(Cl)cc1C(=O)N1CCC(O)(c2cccc(C)c2)CC1
6,CCc1nnc(NC(=O)COc2ccc(C3CCCCC3)cc2)s1
-3,Cc1ccsc1CN(CCCN1CCOCC1)Cc1cccc2ncccc12
-42,COc1ccc2cc(C)c3nn(CC(=O)NC(C)(C)C)c(=O)n3c2c1
-23,COC(=O)[C@H]1CN(C(=O)Cc2ccccc2O)C[C@@H]1c1ccc(F)cc1
-34,Cc1cc2nc(C3CCCCN3C(=O)c3cn(C)nc3C)[nH]c2cc1C (stereo unspecified)
-38,COc1ccc(NC(=O)c2ccco2)cc1NC(=O)Cc1ccccc1
-5,CCn1c(C(C)NC(=O)c2ccc(Cl)cc2Cl)n[nH]c1=S (stereo unspecified)
9,NC(=O)C1C2C=CC3(O2)C1C(=O)N(Cc1cccs1)C3C(=O)NC1CCCCC1 (stereo unspecified)
31,CC(=O)O[C@H]1CC[C@@]2(C)C(C[C@@H](OC(C)=O)[C@@]3(C)C4=CC(=O)O[C@@H](c5ccoc5)[C@]4(C)CCC23)C1(C)C (stereo partly specified)
19,CCCC(c1nnnn1C1CCCC1)N(Cc1cc2cc(C)cc(C)c2[nH]c1=O)C1CCCCC1 (stereo unspecified)
21,C[C@H](CCC(=O)NN)[C@@H]1CC[C@@H]2[C@H]3CC[C@H]4C[C@@H](O)CC[C@]4(C)[C@@H]3CC[C@]21C
-110,O=C(CSc1nc(-c2ccc(F)cc2)cc(C(F)(F)F)n1)NCCCn1ccnc1
-42,COc1cccc(C2(NC(=O)c3cnc(SC)nc3)CCCC2)c1
-42,CC1CCN(c2ccc(NC(=O)c3ncoc3-c3cccs3)cc2C(N)=O)CC1
39,O=C(CSc1nc2ccccc2n1Cc1ccc(F)cc1)N1CCCCC1
-40,Cc1nc2c(-c3ccc(F)cc3)c(C)nn2c(N2CCC(O)CC2)c1C
-7,N#Cc1c(NC(=O)CSc2ncnc3scc(-c4ccccc4)c23)sc2c1CCCC2
-46,CS(=O)(=O)N1CCN(c2ccc(NC(=O)c3ccccc3F)cc2)CC1
-15,O=C(Nc1ccc(Nc2ccc3c(c2)C(=O)c2ccccc2C3=O)c2c1C(=O)c1ccccc1C2=O)c1ccccc1
-4,COc1ccc(NC(=O)CNC(=O)C2OC3OC(C)(C)OC3C3OC(C)(C)OC23)cc1 (stereo unspecified)
-62,COC(=O)c1ccc2[nH]c3c(c2c1)CC(C)CC3 (stereo unspecified)
11,O=C1[C@H]2CCCN2C(=O)c2ccccc2N1Cc1ccccc1F
9,COC(=O)C1=C(C)NC(=S)N(C(C)=O)C1c1ccc(OC)cc1 (stereo unspecified)
-44,CSc1cccc(NC(=O)Cn2cnc3c(=O)n(C)c(=O)n(C)c32)c1
-76,Cc1ccc2c(=O)c(C(=O)NC3CCCC3)c[nH]c2c1
-8,Cc1ccc(-c2nnn(CC(=O)NC(C)C)n2)o1
-33,CCc1nc2cc(NC(=O)c3nc(-c4ccc(F)cc4)oc3C)ccc2n1C
-36,O=C(CN1C(=O)[C@H]2CCCN2C(=O)c2ccccc21)NCCc1ccc(F)cc1
23,Cc1ccc(C2(C(=O)N[C@H](Cn3nc(C4CC4)ccc3=O)C(C)C)CC2)cc1
-66,NC(=O)CCn1cc(CN2CCC(O)(c3ccccc3F)CC2)c2ccccc21
-34,Cc1ccc(CC(=O)N2CCc3c(nc(N4CCCC4)[nH]c3=O)C2)cc1
-39,COc1ccc(CCNc2c(-c3cnn(C)c3C)nc3cnccn23)cc1OC
-5,CCN1CCCC1CN(Cc1cc2c(C)cc(C)cc2[nH]c1=O)C(=O)Nc1ccccc1 (stereo unspecified)
14,O=C(CSc1nc2ccccc2c(=O)[nH]1)Nc1ccc2c(c1)OCO2
-6,NC(=O)c1nc(-c2ccccc2)nc2c1[nH]c(=O)n2CC1CCCO1 (stereo unspecified)
-18,CCn1c(CSCc2ccc(F)cc2)nnc1SCC(=O)Nc1nc(C)cs1
12,CO[C@@H]1/C=C\O[C@]2(C)Oc3c(C)c(O)c4c(O)c(c(CN(C)C)c(O)c4c3C2=O)NC(=O)C(C)=C/C=C\[C@@H](C)[C@@H](O)[C@H](C)[C@@H](O)[C@H](C)[C@H](OC(C)=O)[C@@H]1C
-10,Cc1nn(CCC(=O)N2CCN(CCOc3ccc(F)cc3)CC2)c(C)c1C
-87,COc1ccc2[nH]c(=O)c(-c3noc(C(C)(C)C)n3)cc2c1
-45,COc1ccc2c(c1)C(c1ccncc1)=NNC(c1ccc(Cl)cc1)=N2
38,COc1ccc(NC(=O)N(CCc2cccc(C)c2)Cc2cc3c(C)ccc(C)c3[nH]c2=O)cc1
87*,O=C(NC1CCCCC1)C(c1ccco1)N(Cc1ccc2c(c1)OCO2)C(=O)Cc1cccs1 (stereo unspecified)
6,Cc1ccc(C)c([C@@H]2NC(=O)c3ccccc3N2)c1
55,CC1=CC2C(CC1=O)C(C)=CCC2C(C)C (stereo unspecified)
-9,COc1ccc(/C=C/C(=O)Nc2nccs2)cc1Br
55,CCOC(=O)c1c(-c2ccc(F)cc2)csc1NC(=O)C(C)C
-8,CC(=O)NNC(=O)CSc1nc2cc3c(cc2cc1C)OCCO3

The results go on.
EP2 modulator,SMILES
35,Cc1nc(SCC(=O)c2ccccc2)c2c3c(sc2n1)CCCC3
-9,CCCn1c(C)[n+](C)c2cc(Cl)c(Cl)cc21
0,Cc1ccc(C2=N/C(=C\c3cc4c(cc3Br)OCO4)C(=O)O2)cc1
32,COc1ccc(CN(Cc2ccncc2)Cc2ccc(C)cc2)cc1Cn1cccn1
-1,CCOc1ccccc1NC(=O)c1sc(NC(=O)c2ccccc2Cl)c(C(=O)OC)c1C
-16,COc1ccccc1NC(=O)c1cc2cc(Br)cc(Br)c2oc1=N
-27,Cc1cc(NC(=O)c2cccs2)ncc1NC(=O)C(C)C
-55,CCc1c(C#N)c(N)nc(SCC#N)c1C#N
16,C=CCOc1cccc(C2C(C(=O)c3ccco3)=C(O)C(=O)N2Cc2ccco2)c1 (stereo unspecified)
104*,C=C[C@@]1(C)CC(=O)[C@@]2(O)[C@](C)(O1)[C@@H](OC(C)=O)[C@@H](O)C1C(C)(C)CC[C@H](O)[C@@]12C (stereo partly specified)
-3,Cc1ccc(C)c2c1cc(C)c1nnc(SCC(=O)NCCc3ccccc3)n12
4,Cc1sc2ncnc(SCC(=O)Nc3cc(Cl)ccc3Cl)c2c1C
-68,OC1(c2ccc(F)cc2)CCN(Cc2ccccc2N2CCCC2)CC1
11,C#CCOc1ccc(C2C3=C(CCCC3=O)N(C)C3=C2C(=O)CCC3)cc1OC
-47,COc1ccc(-c2ccc(=O)n(C[C@H](C)NC(=O)c3ccccn3)n2)cc1
-29,CCc1c(C)sc2ncn3c(=O)n(CC(=O)NC4CCCC4)nc3c12
-48,COc1ccccc1C1(NC(=O)c2ccc3c(c2)CCN3S(C)(=O)=O)CCCC1
3,Oc1ccc2c(c1)O[C@H](c1ccc(O)c(O)c1)[C@@H](O)C2
-36,CSc1ccc(CNCCNC(=O)c2ccco2)cc1
-6,COc1cc(NCCC(=O)O)c2ncccc2c1
9,CCC(CN1CCC(C)CC1)NC(=O)Cc1ccc2c(c1)OCCO2 (stereo unspecified)
26,CC(C)=CCc1c2c(c(O)c3c(=O)c(O)c(-c4ccccc4)oc13)C=CC(C)(C)O2
-26,Cc1sc2nc(C(C)C)n(C3CCN(C(=O)C(C)C)CC3)c(=O)c2c1C
9,CCC(=O)Nc1ccc(NC(=O)CSc2nc3cc(OC)c(OC)cc3cc2C)cc1
-55,Cc1nn(C(C)CC(=O)NCc2nc(-c3ccccc3)no2)c(C)c1C (stereo unspecified)
-68,CC(=O)c1ccc(N2CCN(CC(=O)Nc3ccc(Br)cc3)CC2)cc1
-26,COc1cccc(C2(NC(=O)Cn3nc(C)cc3C)CCCC2)c1
22,Cc1ccc(C2=C(Cl)C(=O)C(c3ccc(C)cc3)=C(Cl)C2=O)cc1
-12,COC(=O)C(O)[C@@H]1C2(C)C(=O)[C@@H](CC3=C4CC(=O)O[C@@H](c5ccoc5)[C@]4(C)CCC32)[C@H](OC(C)=O)C1(C)C (stereo partly specified)
20,CCN(Cc1ccccc1)C(c1cc2cc(OC)c(OC)cc2[nH]c1=O)c1nnnn1C1CCCC1 (stereo unspecified)
59,C=CCOc1nnc(OCC=C)c2ccccc12
-17,CS(=O)(=O)N(CC(=O)N1CCOCC1)c1cccc2ccccc12
-5,CCC(CC)c1nnc(NC(=O)c2ccccc2F)s1
-28,CCOc1ccc(C2NC(=O)C(C#N)=C(S)N2c2ccc(F)cc2)cc1OC (stereo unspecified)
-42,O=C(CCc1ccccc1)N1CCCC(c2noc(-c3ccccn3)n2)C1 (stereo unspecified)
-71,Cc1ccccc1NC(=O)NC1CC2CCCC(C1)N2Cc1ccco1 (stereo unspecified)

Arranged by value in EP2 modulator (descending): six from the list above.
EP2 modulator,SMILES
-5,CCC(CC)c1nnc(NC(=O)c2ccccc2F)s1
-12,COC(=O)C(O)[C@@H]1C2(C)C(=O)[C@@H](CC3=C4CC(=O)O[C@@H](c5ccoc5)[C@]4(C)CCC32)[C@H](OC(C)=O)C1(C)C (stereo partly specified)
-28,CCOc1ccc(C2NC(=O)C(C#N)=C(S)N2c2ccc(F)cc2)cc1OC (stereo unspecified)
-42,O=C(CCc1ccccc1)N1CCCC(c2noc(-c3ccccn3)n2)C1 (stereo unspecified)
-68,CC(=O)c1ccc(N2CCN(CC(=O)Nc3ccc(Br)cc3)CC2)cc1
-71,Cc1ccccc1NC(=O)NC1CC2CCCC(C1)N2Cc1ccco1 (stereo unspecified)

The results go on:
EP2 modulator,SMILES
12,Clc1ccc(CN2CCCN(Cc3ccc(Cl)cc3)C2c2cc3ccccc3c3ccccc23)cc1
-24,CCN1CCN(c2nc3c(c(=O)[nH]c(=O)n3C)n2Cc2ccccc2)CC1
-25,Cc1c(-c2nc3cnccn3c2NCc2ccccc2)cnn1C
26,COc1ccc(/C(O)=C2/C(=O)C(=O)NC2c2ccccc2)cc1OC (stereo unspecified)
3,COc1ccc2cc(C)c3nnc(SCC(=O)Nc4nnc(C)s4)n3c2c1
22,COc1ccc(CN(Cc2cn[nH]c2-c2cccs2)CC2CCCO2)cc1OC (stereo unspecified)
28,CCC(c1nnnn1C(C)(C)C)N(Cc1cccs1)Cc1cc2cc3c(cc2[nH]c1=O)OCCO3 (stereo unspecified)
-45,Cc1cc(NS(=O)(=O)c2cc(N3CCCC3=O)ccc2C)c2ncccc2c1
-11,O=C(c1ccc(Br)s1)N1CCn2c(nnc2C2CC2)C1
5,CC1(C)C(=O)[C@@H]2C[C@@]3(O)C4=CC(=O)O[C@@H](c5ccoc5)[C@]4(C)CCC3C(C)(C2=O)[C@H]1CC(=O)O (stereo partly specified)
-60,CCN1CCN(C(c2ccc(Cl)cc2)c2nnnn2Cc2ccc3c(c2)OCO3)CC1 (stereo unspecified)
-42,C=CCn1cc(CN2CCn3c(CO)nnc3C2)c2ccccc21

EP2 modulator, entries above that show a hit.
EP2 modulator,SMILES
87*,O=C(NC1CCCCC1)C(c1ccco1)N(Cc1ccc2c(c1)OCO2)C(=O)Cc1cccs1 (stereo unspecified)
104*,C=C[C@@]1(C)CC(=O)[C@@]2(O)[C@](C)(O1)[C@@H](OC(C)=O)[C@@H](O)C1C(C)(C)CC[C@H](O)[C@@]12C (stereo partly specified)

The list goes on:
EP2 modulator,SMILES
14,COc1ccc2[nH]c(=O)c(CN(Cc3ccco3)C(=S)Nc3ccc(C)cc3C)cc2c1
-84,O=C(CN1CCC(c2nc3ccccc3s2)CC1)Nc1ccccc1
4,Cc1nnc(NC(=O)CSc2nc3c(c(=O)n(C)c(=O)n3C)n2Cc2ccc(F)cc2)s1
-85,COc1ccc(N2CC(C(=O)OCC(=O)Nc3cccc(C)c3)CC2=O)cc1 (stereo unspecified)
-3,COCCCNC(=O)c1cn(Cc2c(F)cccc2F)nn1
-30,Cn1c(=O)sc2cc(S(=O)(=O)O)ccc21
72*,Cc1ccc(C)c2[nH]c(=O)c(CN(Cc3ccco3)Cc3nnnn3C3CCCCC3)cc12
9,COc1ccc([C@@H]2CN(C(=O)c3cc(F)cc(F)c3)C[C@H]2C(=O)O)cc1
-28,COc1cccc(OCC2CCCN(S(=O)(=O)c3ncn[nH]3)C2)c1 (stereo unspecified)
-40,Cc1cc2c(cc3c(=O)n(CC(=O)N4CCN(c5ccccc5F)CC4)nc(C)n32)s1
14,Cc1cc2ccccc2n2c(SCC(=O)O)nnc12
-24,COc1cccc(NC(=O)Nc2nnc(C)s2)c1
12,Cc1ccc(C)c2c1cc(C)c1nnc(SCc3cc(=O)[nH]c4ccccc34)n12

Structures above containing a COOH group:
EP2 modulator,SMILES
15,Cc1ccc2c(c1)-c1cc(C)nn1C(c1ccc(C(=O)O)cc1)N2 (stereo unspecified)
-6,COc1cc(NCCC(=O)O)c2ncccc2c1
5,CC1(C)C(=O)[C@@H]2C[C@@]3(O)C4=CC(=O)O[C@@H](c5ccoc5)[C@]4(C)CCC3C(C)(C2=O)[C@H]1CC(=O)O (stereo partly specified)
9,COc1ccc([C@@H]2CN(C(=O)c3cc(F)cc(F)c3)C[C@H]2C(=O)O)cc1
14,Cc1cc2ccccc2n2c(SCC(=O)O)nnc12
